AmpC detergent: qHTS Inhibitors of AmpC Beta-Lactamase (assay with detergent) | P00811 | AmpC hydrolysis of nitrocefin, absorbance 480 nm, 0.01% Triton | Potency, µM (series often up to 114 µM), for inactives: at the highest dose activity change, negative = inhibition, most hits filed as inhibitors | 370,000 compounds, 0.041% hits | AID 485294, 2010;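 note: potency is the fitted concentration of half-maximal effect; 0% = no-compound wells and -100% = no-enzyme wells; nearly all actives have a fitted effect of over 25% in size; some results filed as inactive show a strong effect at the top dose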
Target sequence (P00811 whole entry, looked up): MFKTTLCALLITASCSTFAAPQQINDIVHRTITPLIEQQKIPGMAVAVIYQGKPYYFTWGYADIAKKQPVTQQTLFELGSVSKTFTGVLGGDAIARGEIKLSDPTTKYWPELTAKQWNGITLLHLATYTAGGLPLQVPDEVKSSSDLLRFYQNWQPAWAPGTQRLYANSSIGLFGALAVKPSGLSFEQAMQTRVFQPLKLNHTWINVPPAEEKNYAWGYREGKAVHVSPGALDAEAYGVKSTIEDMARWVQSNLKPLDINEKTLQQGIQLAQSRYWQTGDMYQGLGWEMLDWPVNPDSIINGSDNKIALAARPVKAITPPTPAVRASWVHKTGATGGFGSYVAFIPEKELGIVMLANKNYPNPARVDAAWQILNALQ
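20 mM phosphate pH 7.0 + 0.01% (detergent screen) or 0.0001% Triton X-100; 5.3 nM AmpC reagent; cpd preinc 15 min RT; nitrocefin (800 uM stock) to start; A480 q20 s × 4 min; Activity was normalised to no-enzyme and no-compound control wells.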
FBPA Giardia inh: qHTS Assay for Inhibitors of Fructose-1,6-bisphosphate Aldolase from Giardia Lamblia. A8B2U2. purified Giardia FBPA. Potency, µM (highest dose often 59.6 µM), without a hit: at the top dose activity, negative = inhibition, usual class: inhibitors. 290,000 compounds, 0.71% hits; note: potency is the fitted concentration of half-maximal effect; nearly all actives have a fitted effect of over 55% in size
Target sequence (A8B2U2 whole entry, looked up): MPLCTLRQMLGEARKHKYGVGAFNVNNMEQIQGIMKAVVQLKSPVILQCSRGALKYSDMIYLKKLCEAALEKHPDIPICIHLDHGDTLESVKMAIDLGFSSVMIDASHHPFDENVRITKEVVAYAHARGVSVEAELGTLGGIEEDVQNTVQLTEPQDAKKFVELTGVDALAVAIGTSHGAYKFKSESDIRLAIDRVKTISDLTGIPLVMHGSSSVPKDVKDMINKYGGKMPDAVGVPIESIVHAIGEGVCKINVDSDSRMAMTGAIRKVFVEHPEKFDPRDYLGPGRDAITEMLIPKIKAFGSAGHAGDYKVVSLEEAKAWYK
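Giardia FBPA (40 nM reagent) was preincubated 10 min at RT with compound (up to 57.5 uM final), then substrate plus GAPDH/TPI/NAD/arsenate coupling system with diaphorase/resazurin was added; resorufin fluorescence (525/598 nm) was read after 20 min.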
Sm TGR inh: qHTS Assay for the Inhibitors of Schistosoma Mansoni Peroxiredoxins; Schistosoma mansoni thioredoxin glutathione reductase (TGR), Q962Y6; purified TGR, DTNB reduction, TNB absorbance 405 nm; Potency, µM (doses to about 114 µM), for inactives: at the highest dose activity change, negative = inhibition, hits mostly inhibitors; 360,000 compounds, 3% hits; AID 485364, 2010; note: potency is the fitted concentration of half-maximal effect; nearly all actives have a fitted effect of over 60% in size
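Kinetic colorimetric format: TGR-catalysed, NADPH-driven DTNB reduction monitored via TNB absorbance. Enzyme dispensed at 20 nM; compound exposure 15 min at room temperature before reaction start.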
AMA1-RON2 inh: qHTS for Inhibitors of AMA1-RON; Towards Development of Antimalarial Drug Lead: Primary Screen | Plasmodium falciparum AMA1 (3D7) - RON2 peptide interaction | AlphaScreen AMA1-biotinylated RON2 peptide binding | Potency, µM (series often up to 58.2 µM), inactives show at the highest dose activity change, negative = inhibition, usual class: inhibitors | 360,000 compounds, 0.2% hits;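 note: potency is the fitted concentration of half-maximal effect; 0% = vehicle wells and -100% = peptide control; nearly all actives have a fitted effect of over 45% in size; some results filed as inactive show a strong effect at the top dose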
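AMA1 (3D7) with his tag at 25 nM final met compounds first, then biotinylated RON2 peptide at 25 nM; detection used donor plus acceptor beads, 10 µg/mL apiece, read by AlphaScreen after 30 min at room temperature.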
AmpC inh no detg: qHTS Inhibitors of AmpC Beta-Lactamase (assay without detergent); P00811; 330,000 compounds, 0.52% hits; AmpC nitrocefin hydrolysis, absorbance 480 nm, 0.0001% Triton; Potency, µM (series often up to 57.1 µM), for inactives: top-dose activity change, negative = inhibition, most hits filed as inhibitors;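 note: potency is the fitted concentration of half-maximal effect; plate controls were no compound for no effect and no enzyme for full effect; nearly all actives have a fitted effect of over 20% in size; some results filed as inactive show a strong effect at the top dose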
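20 mM phosphate pH 7.0 + 0.01% (detergent screen) or 0.0001% Triton X-100; 5.3 nM AmpC reagent; cpd preinc 15 min RT; nitrocefin (800 uM stock) to start; A480 q20 s × 4 min; Activity was normalised to no-enzyme and no-compound control wells.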
HCMV inh: qHTS Assay for inhibitors of the human cytomegalovirus (HCMV); 410,000 compounds, 4.5% hits; activity change, negative = inhibition, % at 57.5 µM; HFF cells, HCMV-luciferase reporter, 72 h; stronger effect = lower value; in the data active = activity change below about -60%; inconclusive = no clear call, values can overlap the other calls; inactive = above about -39%
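Steps: HFFs plated, 16 h 37C; compounds added; HCMV-luciferase added to MOI 1 PFU/cell; 72 h 37C; OneGlo reagent, 5 min room temperature; luminescence read, normalized to controls.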
An asterisk follows results filed as active; ? = inconclusive; / = not tested or not shown; & = joins results of further samples; [ ] = remark or other dose. Unless noted, calls come from the whole dose curve; as a rule, active = well fitted curve in the direction sought with a large enough effect; inconclusive = small, poorly fitted or top-dose-only effect, or another doubt; inactive = no such curve, though single readings can be large; an effect the other way counts as inactive or inconclusive. Unless noted, % is set by controls: 0 for no effect and ±100 for the full control effect.

SMILES | AmpC detergent | FBPA Giardia inh | Sm TGR inh | AMA1-RON2 inh | AmpC inh no detg | HCMV inh
Cc1c(Cl)c([N+](=O)[O-])nn1CC(=O)NCc1cccs1 | -8.4% | 5.1% | -23.5% | 14.4% | -18.3% | -12.5
CC(=O)Nc1nc(-c2ccc3c(c2)OCO3)cs1 | -0.7% | -0.1% | 1.8% | 11.8% | -17.2% | 69.7
O=C(NC1CCCC1)c1ccc(CSCc2ccccc2F)o1 | -0.2% | -0.8% | -12.4% | 2.5% | 16.2% | 88.7
CN(CC(=O)Nc1ccc(F)cc1)C(=O)c1ccc2ccccc2n1 | -20.9% | / | 3.2% | -4.9% | -14.3% | -1.3
O=C(Oc1c(CN2CCOCC2)cc(Cl)c2cccnc12)c1ccccc1 | ? | ? | -15.0% | -73.1% | 29.5% | -96.5*
Cc1cc(C)n2nc(C(=O)OCC(=O)c3c[nH]c4ccccc34)nc2n1 | 0.3% | 1.3% | -0.6% | -0.5% | -23.9% | 48.8
Cc1ccc(-n2c(-c3nn(C)cc3Cl)n[nH]c2=S)cc1 | -8.5% | -11.6% | -0.2% | 17.7% | -9.4% | -17.1
C=COCCNC(=S)Nc1cccc(Cl)c1 | 2.6% | -4.4% | / | -7.9% | -8.6% | ?
S=c1[nH]nc(COc2ccccc2)n1/N=C/c1ccc(Cl)c(Cl)c1 | -7.1% | 6.7% | -11.8% | 77.8%[activator] | -44.4% | -35.5
CCc1ccc(NC(=O)CCc2c(C)nn(-c3ccc(N4CCOCC4)nn3)c2C)cc1 | 2.9% | / | 11.6% | 1.9% | 116.7%[activator] | 11.3
C[C@H]1CCC(=O)N([C@H](CSc2ccc(Br)cc2)Cc2ccccc2)CC1 | 6.7% | / | 7.5% | 6.9% | -16.0% | 7.8
CCOC(=O)c1oc2ccc(S(=O)(=O)n3nc(-c4cc(OC)cc(OC)c4)cc3N)cc2c1C | 8.2% | / | 23.5% | / | / | 11.7
COc1c(OC2OC(C(=O)O)C(O)C(O)C2O)cc(O)c2c(=O)cc(-c3ccccc3)oc12 (centres undefined) | ? | 0.0% | -11.7% | 10.8% | -21.2% | -4.5
Cc1ccc(CSc2ncc(Cl)c(C(=O)Nc3sc4c(c3C(N)=O)CCCC4)n2)cc1 | 14.9% | / | 0.4% | / | / | 22.3
C=CCn1c(SCC(=O)Nc2ncc(Cc3cc(C(F)(F)F)ccc3Cl)s2)nnc1-c1ccncc1 | -1.6% | 10.0% | -11.4% | 3.8% | -11.2% | -22.7
O=c1[nH]c(=O)n(-c2ccccc2F)c(O)c1/C=C1\C=Nc2ccccc21 | 5.0% | 6.8% | -32.9% | -6.1% | -16.9% | 39.4
Cc1csc(C(=O)O)c1-n1cccc1 | 4.2% | -3.3% | 5.1% | 26.7% | 0.282µM* | 20.6
CCOc1ccc(-c2cc(CCCC(=O)N3CCN(c4ccc(OC)cc4)CC3)no2)cc1 | ? | 2.9% | -12.1% | -5.0% | 33.2% | -20.6
O=C(O)c1ccc(-n2[nH]c3c(c2=O)CCCC3)cc1 | -4.3% | -8.0% | 35.5µM* | -17.1% | -10.3% | -9.5
Cc1cccc(N2CCN(C(=O)c3c(C)oc4ncnc(N5CCCCC5)c34)CC2)c1C | 20.6% | / | -9.3% | / | / | -11.5
CCOC(=O)c1c(-c2ccc(OC)cc2)cn2ccccc12 | -0.4% | -11.7% | 6.1% | 5.8% | -18.1% | -17.0
CCOC(=O)C1=C(C)N(C)C(=S)NC1c1cc(OC)ccc1OC (centres undefined) | 3.3% | -4.2% | -2.1% | -22.2% | -18.5% | -32.0
CCCS(=O)(=O)c1c(S(=O)(=O)CCC)c2cnccn2c1C(=O)c1ccc(OC)cc1 | -5.6% | -2.0% | -28.0% | 0.0% | 66.9%[activator] | 26.5
COc1ccc(N=C(C)c2c(O)[nH]c(=O)[nH]c2=O)cc1 | -10.4% | -5.5% | 1.3% | -1.9% | -23.2% | 10.4
CCOC(=O)C1CCN(S(=O)(=O)c2cc(Br)cc3c2N(C(C)=O)C(C)C3)CC1 (centres undefined) | ? | 6.2% | -2.3% | 5.6% | 131.0%[activator] | 20.1
O=c1[nH]c2ccc(NC(=S)Nc3ccc(F)cc3)cc2[nH]1 | -6.2% | -26.6% | ? | -13.5% | -3.3% | ?
CC(C)(C)c1ccc(C(=O)OCC(=O)NC2CC2)cc1 | 2.4% | / | -1.2% | 0.6% | 9.6% | -18.2
Cc1ccc(Nc2nc(N)c([N+](=O)[O-])c(N3CCOCC3)n2)cc1C | -11.8% | -5.3% | -6.5% | -18.5% | -11.1% | 74.8
Cn1c2cc(Br)sc2c2cnn(Cc3c(F)cccc3Cl)c(=O)c21 | -11.4% | / | 0.3% | / | -23.7%&-22.3% | 18.1
CCCN1CCC[C@H](c2cccc(O)c2)C1 | ? | 2.6% | -13.7% | 3.6% | -12.5% | -17.9

Record cards (already shown).
CCOc1ccc(-c2cc(CCCC(=O)N3CCN(c4ccc(OC)cc4)CC3)no2)cc1 is entered as AmpC detergent: ?; FBPA Giardia inh: 2.9%; Sm TGR inh: -12.1%; AMA1-RON2 inh: -5.0%; AmpC inh no detg: 33.2%; HCMV inh: -20.6
Cc1ccc(Nc2nc(N)c([N+](=O)[O-])c(N3CCOCC3)n2)cc1C is entered as AmpC detergent: -11.8%; FBPA Giardia inh: -5.3%; Sm TGR inh: -6.5%; AMA1-RON2 inh: -18.5%; AmpC inh no detg: -11.1%; HCMV inh: 74.8
Cc1csc(C(=O)O)c1-n1cccc1 is entered as AmpC detergent: 4.2%; FBPA Giardia inh: -3.3%; Sm TGR inh: 5.1%; AMA1-RON2 inh: 26.7%; AmpC inh no detg: 0.282µM*; HCMV inh: 20.6

Next entries
SMILES | AmpC detergent | FBPA Giardia inh | Sm TGR inh | AMA1-RON2 inh | AmpC inh no detg | HCMV inh
O=C(COC(=O)/C=C/C(=O)OCC(=O)Nc1ccccc1F)Nc1ccccc1F | 5.8% | -12.3% | 7.5% | -2.4% | -18.8% | -5.1
Cn1c(SCC(=O)N2CCN(c3cccc(Cl)c3)CC2)nnc1-c1ccncc1 | 6.8% | -0.4% | 4.2% | -4.7% | ? | -66.8*
O=C(Cn1nc(C(=O)O)c2ccccc2c1=O)Nc1cccc(S(=O)(=O)N2CCOCC2)c1 | 8.8% | / | 2.5% | 15.0% | -26.8% | 0.0
CC1(C)Nc2ccccc2C(=O)N1NC(=O)c1ccccc1 | -4.4% | 3.2% | 0.4% | 15.6% | -10.2% | 117.5
Cc1cccc(-n2c(-c3cccc([N+](=O)[O-])c3)nc3nc4ccccc4nc32)c1 | ? | 6.1% | 1.2% | / | -19.7% | /
CC(C)CNC(=O)C1CCN(c2ccc(S(=O)(=O)N3CCOCC3)cc2[N+](=O)[O-])CC1 | 6.7% | -1.0% | 9.7% | 0.0% | 48.3% | -25.4
O=C(NCc1ccncc1)C1CCCCC1 | ? | 5.3% | 6.8% | -1.7% | -14.8% | 54.3
COc1cnc(-c2ccccc2)nc1Oc1ccc(C(C)(C)C)cc1 | -0.3% | -7.7% | 4.8% | -6.4% | 25.3% | -29.4
CCCN(CC1CC1)S(=O)(=O)c1ccc(-n2cnnn2)c(OC)c1 | 1.8% | 1.8% | -0.2% | 12.5% | 14.4% | 10.7
CN1C(=O)c2ccc(S(=O)(=O)c3ccc(C(=O)O)cc3)cc2C1=O | -6.3% | 12.3% | -0.4% | 4.7% | -16.3% | -12.9
CCCOc1cccc(C2C(C(=O)c3ccco3)=C(O)C(=O)N2CCCn2ccnc2)c1 (centres undefined) | -13.0% | / | ? | 12.5% | -14.6% | -11.8
Cc1cc(Br)ccc1NC(=O)C(Cc1ccccc1)NS(=O)(=O)c1ccc(Br)s1 (centres undefined) | 1.1% | / | -2.5% | / | / | -103.8*
CCOC(=O)c1c(N)n[nH]c1-c1ccccc1 | ? | -0.9% | 0.0% | -1.7% | -14.8% | -1.6
Cc1ccc(NC(=O)COC(=O)c2cccc3c(=O)c(C)c(-c4ccccc4)oc23)cc1 | -0.5% | 1.7% | -7.7% | 14.4% | -0.5% | -29.7
CCCOc1ccc(/C=N/Nc2ccccn2)cc1OC | -6.1% | 2.1% | -0.1% | -10.5% | -14.7% | 20.1
Cc1noc(C)c1COc1cccc(C(=O)Oc2ccc3c(c2)OCO3)c1 | -3.8% | -0.4% | 6.9% | -0.6% | -21.4% | -21.2
COC(=O)N/N=C/c1c(C)cc(C)cc1C | ? | -7.2% | -7.0% | 7.4%[2.32 µM] | -40.0% | -13.4
COc1ccc(-n2c(SC)nc3ccccc3c2=O)cc1 | ? | 3.2% | -0.4% | 1.7% | -10.5% | -24.2
CCCC(CCC(=O)Nc1nccs1)C(=O)O (centres undefined) | -0.5% | 2.5% | / | -9.2% | -18.0% | 3.2
CC1CN(c2oc(Cc3cccc4ccccc34)nc2C#N)CC(C)O1 (centres undefined) | -11.8% | 2.2% | 0.0% | -17.4% | 106.8%[activator] | 17.8
CC(=O)c1cn(CC(=O)Nc2ccc(C)cc2)c2ccccc12 | 2.7% | 0.9% | -4.4% | 10.9% | -5.6% | -16.0
O=C1CCCN1c1ccc(C(=O)N(Cc2nnc(-c3ccccc3Cl)o2)C2CC2)cc1 | -13.7% | / | -1.4% | -6.3% | 17.1% | -25.5
CN(C)S(=O)(=O)c1ccc(S(=O)(=O)NCc2cccs2)cc1 | -0.2% | / | 0.3% | -8.8% | -10.2% | -39.5
CCCCCCn1c(=O)c(Cc2ccccc2)c(O)c2ccccc21 | 0.9% | 11.1% | -3.3% | 14.3% | -28.3% | -32.2
COC(=O)c1cccc(Cn2c(Cl)c(/C=N/NC(=O)c3ccccc3Cl)sc2=O)c1 | -12.3% | -4.3% | ? | -4.5% | -41.6% | 8.9
COc1ccc(COC(=O)C2=C(C)NC(=O)NC2c2ccc(F)cc2)cc1 (centres undefined) | 1.6% | 1.4% | 0.3% | -5.0% | -2.1% | -75.2*
CC(NC(=O)COC(=O)c1ccc(OCC2CCCO2)cc1)c1ccccc1Cl (centres undefined) | ? | / | 1.1% | -5.5% | 10.6% | -5.5
N#Cc1ccc(C(c2nnnn2CCc2ccccc2)N2CCCCCC2)cc1 (centres undefined) | -10.7% | 3.3% | 1.6% | 6.1% | -18.8% | -31.2
Cc1ccc(CSc2nn3c(=O)c(C)nnc3s2)cc1 | 3.2% | 2.5% | -3.5% | 10.8% | 1.3% | 9.1
